Anesthetic bind = qHTS Assay for Identification of Novel General Anesthetics | Ferritin light chain (Equus caballus), P02791 | apoferritin/1-aminoanthracene competitive binding, fluorescence | Potency, µM (titrated, usually from 77.5 µM), inactives show top-dose activity change, negative = displacement, actives largely listed as inhibitors | 350,000 tested, 0.074% active | AID 485281, 2010; note: potency is the fitted concentration of half-maximal effect; % is set by controls: 0 for no effect and ±100 for the full control effect; nearly all actives have a fitted effect of over 20% in size
Target sequence (P02791 2-175 limits assumed): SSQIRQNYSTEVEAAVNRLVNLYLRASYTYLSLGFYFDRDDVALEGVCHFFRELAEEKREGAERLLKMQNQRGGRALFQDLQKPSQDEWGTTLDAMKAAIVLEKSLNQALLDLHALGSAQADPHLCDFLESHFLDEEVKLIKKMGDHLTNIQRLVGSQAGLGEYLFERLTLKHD
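10 uM apoferritin + 50% sat. 1-AMA, PBS; cpd 10 min RT; Ex380/Em535 endpoint; normalized to free probe vs complex; 4-param Hill fit; propofol titration as pos. ctrl.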
BLM helicase inh = qHTS Assay for Inhibitors of Bloom's syndrome helicase (BLM); 350,000 tested, 0.2% active; recombinant BLM DNA unwinding, fluorescence dequenching; Potency, µM (titrated, usually from 56.1 µM), for inactives: top-dose activity change, negative = inhibition, actives largely listed as inhibitors;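 note: potency is the fitted concentration of half-maximal effect; plate controls were vehicle for no effect and no enzyme for full effect; nearly all actives have a fitted effect of over 35% in size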
Glioma ERSR ind = qHTS for Inducers of the Endoplasmic Reticulum Stress Response (ERSR) in Human Glioma: qHTS. Potency, µM, for the others: at the highest dose activation, most hits filed as activators. U87-MG GRP78 promoter luciferase reporter, 16 h. 420,000 tested, 0.02% active. AID 602332, 2012; note: potency is the fitted concentration of half-maximal effect; series mostly up to about 76 µM; % of control where 0% means no effect; nearly all actives have a fitted effect of over 35% in size
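Stably transfected U87-MG human glioma cells carrying a GRP78-based luminescent sensor were seeded at 1000 cells/well, pin-dosed with compounds and incubated 16 h. Luciferase reagent was then added, and end-point luminescence was read after 10 min at room temperature.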
Pol kappa inh = qHTS for Inhibitors of Polymerase Kappa; purified Pol kappa, fluorescent DNA synthesis assay, 10 min; DNA polymerase kappa (Homo sapiens), Q9UBT6; AID 588579, 2011; Potency, µM (series often up to 107 µM), for the others: at the highest dose activity, negative = inhibition, actives largely listed as inhibitors; 400,000 tested, 0.53% active; note: potency is the fitted concentration of half-maximal effect; % is set by controls: 0 for no effect and ±100 for the full control effect
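10 nM Pol kappa was preincubated with compounds for 15 min at room temperature. Reaction started with 50 nM (final) substrate. Fluorescence read kinetically at 0 and 10 min.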
LDHA block = qHTS assay for inhibitors of human lactate dehydrogenase; AID 1347041, 2019; purified LDHA, NADH/diaphorase-resazurin fluorescence; stronger effect = lower value; 480,000 tested, 0.15% active; activity change, % (values are at about 110 or 230 µM); in the data active = activity change below about -30%; inconclusive = mostly about -25% to -30%;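 note: plate controls were DMSO wells for no effect and wells without enzyme for full effect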
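LDH5 2 nM; NADH 0.06 mM, pyruvate 0.2 mM; 200 mM Tris pH 7.4, EDTA, Tween-20; 5 min RT. Detection: diaphorase 0.133 mg/mL + resazurin 37 µM, fluorescence ex540/em590 at 0 and 20 min; normalized to enzyme-free and DMSO wells.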
Pol eta inh = qHTS for Inhibitors of Polymerase Eta; Potency, µM (top dose mostly 114 µM), for inactives: at the top dose activity change, negative = inhibition, usual class: inhibitors; 390,000 tested, 1.2% active; recombinant Pol eta, fluorescent DNA replication assay; AID 588591, 2011; note: potency is the fitted concentration of half-maximal effect; % is set by controls: 0 for no effect and ±100 for the full control effect
Target sequence (Q9Y253 whole entry, looked up): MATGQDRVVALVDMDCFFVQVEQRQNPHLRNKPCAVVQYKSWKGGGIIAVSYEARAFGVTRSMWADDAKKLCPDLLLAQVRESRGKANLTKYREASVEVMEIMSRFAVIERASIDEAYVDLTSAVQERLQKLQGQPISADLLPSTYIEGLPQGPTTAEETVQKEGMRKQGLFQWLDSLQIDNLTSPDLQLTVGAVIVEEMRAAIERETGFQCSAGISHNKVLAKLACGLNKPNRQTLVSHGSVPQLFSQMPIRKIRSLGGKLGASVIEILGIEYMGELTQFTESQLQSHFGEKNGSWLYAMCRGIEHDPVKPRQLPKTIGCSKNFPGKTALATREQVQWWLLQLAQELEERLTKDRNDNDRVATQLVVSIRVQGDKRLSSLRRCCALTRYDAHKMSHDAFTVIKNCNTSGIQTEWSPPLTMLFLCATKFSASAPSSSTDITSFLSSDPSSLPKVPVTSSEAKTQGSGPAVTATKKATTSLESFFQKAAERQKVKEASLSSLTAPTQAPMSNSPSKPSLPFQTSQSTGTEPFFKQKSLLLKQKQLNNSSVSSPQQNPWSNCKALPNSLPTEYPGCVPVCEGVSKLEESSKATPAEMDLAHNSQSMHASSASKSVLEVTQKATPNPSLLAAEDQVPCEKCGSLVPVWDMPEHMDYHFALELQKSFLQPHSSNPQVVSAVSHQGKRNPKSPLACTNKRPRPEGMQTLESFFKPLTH
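Pol eta at 10 nM preincubated with compounds 15 min at room temperature; reaction started with fluorescent substrate (50 nM final) and read kinetically at 0 and 10 min.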
POLB inh = qHTS Assay for Inhibitors of DNA Polymerase Beta; P06746; AID 485314, 2010; 340,000 tested, 1.3% active; Pol beta primer extension/strand displacement, fluorescence kinetic; Potency, µM (top dose mostly 114 µM), inactives show at the highest dose activity change, negative = inhibition, usual class: inhibitors; note: potency is the fitted concentration of half-maximal effect; % is set by controls: 0 for no effect and ±100 for the full control effect
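Preincubation: enzyme (10 nM) with compound, 15 min, RT. Reaction: substrate added to 50 nM final. Reads: 0 and 10 min. Analysis: normalized, Hill fit.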
POLI inh = qHTS for Inhibitors of Polymerase Iota; DNA polymerase iota (Homo sapiens), Q9UNA4; Pol iota fluorescent replication assay, 10 min; Potency, µM (highest dose often 115 µM), without a hit: at the top dose activity, negative = inhibition, most hits filed as inhibitors; 390,000 tested, 1% active; AID 588590, 2011; note: potency is the fitted concentration of half-maximal effect
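Fluorescent replication assay read twice, at 0 min and 10 min after adding 50 nM (final) substrate. Enzyme (10 nM) and compounds were first incubated 15 min at room temperature; enzyme-free buffer wells were negative controls.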
APE1 inh = qHTS Assay for Inhibitors of the Human Apurinic/apyrimidinic Endonuclease 1 (APE1) | DNA repair nuclease/redox regulator APEX1 (Homo sapiens), P27695 | recombinant APE1, TAMRA/BHQ-2 abasic DNA cleavage fluorescence | Potency, µM (doses to about 65.8 µM), without a hit: at the top dose activity change, negative = inhibition, actives largely listed as inhibitors | 350,000 tested, 0.35% active | AID 2517, 2012;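 note: potency is the fitted concentration of half-maximal effect; plate controls were vehicle for no effect and reference inhibitor for full effect; nearly all actives have a fitted effect of over 55% in size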
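Enzyme (0.75 nM final) and test compound are incubated 15 min at room temperature before adding 50 nM quenched THF abasic-site duplex. Cleavage dequenches TAMRA, followed at 525/598 nm over three reads one minute apart.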
Numbers without * were called inactive; ? = inconclusive; / = no result given; & = joins results of further samples; [ ] = dose if it differs, or a comment. Unless noted, calls come from the whole dose curve; as a rule, active = well fitted curve in the direction sought with a large enough effect; inconclusive = small, poorly fitted or top-dose-only effect, or another doubt; inactive = no such curve, though single readings can be large; an effect the other way counts as inactive or inconclusive. An excerpt; the hit share may differ from the screen's.

SMILES | Anesthetic bind | BLM helicase inh | Glioma ERSR ind | Pol kappa inh | LDHA block | Pol eta inh | POLB inh | POLI inh | APE1 inh
CCOC(=O)c1c(C)[nH]c(C)c1S(=O)(=O)N(C)CC(=O)Nc1ccc(C)c(N(C)C)c1 | -4.6% | -2.4% | -0.7% | 13.8% | 20.8&-9.8 | -1.4% | 2.3% | -4.1% | /
Cc1ccc(CCNC(=O)c2cc(-c3ccncc3)nc3ccc(S(=O)(=O)N4CCOCC4)cc23)cc1 | -3.7% | 1.1% | -6.8% | -21.6% | 0.1 | 1.2% | 9.5% | -4.1% | 61.8%[activator]
Cc1ccc(S(=O)(=O)NCC(c2ccco2)N2CCOCC2)cc1 (configuration not stated) | 1.9%&0.1% | 1.3%&5.9% | -2.3%&-2.8% | -9.6%[60.1 µM] | -2.8&-8.2 | -12.1%&-8.4% | -7.0%&-1.7% | -20.2%&41.5% | 8.4%
O=c1ccsn1Cc1ccccc1 | -6.5% | 0.5% | -13.2% | -0.2% | -6.5 | -14.1% | 4.2% | 25.1µM* | -4.2%
O=C(CSc1nc2ccccc2[nH]1)Nc1ccc2c(c1)OCCO2 | ? | -5.1% | 6.5% | -16.2% | -4.7 | -17.0% | 4.9% | 4.3% | -3.4%
CCOc1cc(C2c3c(oc4ccc(F)cc4c3=O)C(=O)N2Cc2ccc(C)cc2)ccc1O (configuration not stated) | 1.5% | 0.0% | -2.9% | 8.4% | 1.4 | 7.7% | 14.5% | 9.0% | /
Cc1ccc(-c2nnc(SCc3ccccc3C)o2)cc1 | -0.5% | -5.9% | 3.1% | -5.5% | -8.2 | -15.6% | 30.3% | -11.6% | /
COc1cc(CCC(=O)NCc2ccc3c(c2)CCN3C(=O)c2ccc(F)cc2)cc(OC)c1OC | -12.7% | 0.2% | -3.1% | -0.5%[60.1 µM] | 0.5 | -17.1% | 1.7% | 33.5%[activator] | /
CC(=O)N1c2ccc(S(=O)(=O)N(C)CC(=O)NCc3ccccc3)cc2CC1C (configuration not stated) | 3.6% | -5.2% | 0.6% | -6.9% | -11.6 | 11.8% | 58.9% | 13.9% | 2.0%
Cc1cc([N+](=O)[O-])c(NC2CCCCC2)c([N+](=O)[O-])c1 | / | / | -1.4% | 4.2% | -1.0 | -11.1% | / | 6.3% | /
CCC1CCCCN1S(=O)(=O)c1ccc(-n2cnnn2)c(C)c1 (configuration not stated) | -16.4% | -2.3% | -2.7% | -9.3% | -10.1 | -5.0% | 65.7% | 28.1% | -7.1%
Cc1ccc(Nc2cc(C(=O)NCc3cccs3)c3ccccc3n2)c(C)c1 | 168.4%[activator] | -3.2% | -0.6% | 0.8% | -0.4 | 2.4% | 19.0% | -11.3% | /
COc1ccccc1NC(=O)/C(N=Nc1ccc(C)c(S(=O)(=O)Nc2ccccc2Cl)c1)=C(\C)O | / | / | -4.2% | -19.7% | -1.2 | -22.8% | / | 26.1% | -9.0%
Cc1cc(O)c(C)c(O)c1C(=O)O | -4.7% | 4.9% | -3.4% | -5.2%[60.1 µM] | / | / | / | / | 12.5%
CC(C)(C)CCN1CCC(CN2CCNC(=O)C2=O)CC1 | / | / | -2.0% | -5.0% | -1.7 | -1.9% | / | ? | /
COC(=O)C1=C(C)N(Cc2ccccc2)C(=O)N[C@H]1c1ccccc1 | ? | -0.9%&-13.7% | -2.8% | -16.4% | -6.0 | -7.4% | -12.5% | ? | 2.7%&6.2%
CCOC(=O)c1ccc(NC(=O)CSc2nnc(C3CC3)n2C)cc1 | 9.9% | -3.1% | -4.2% | 6.4% | -0.3 | -11.3% | 3.6% | 24.3% | 6.9%
Cc1ccc(Cn2c(SCc3ccc(C(=O)NCCc4ccccc4)cc3)nc3ccncc32)cc1 | 51.4%[activator] | -7.1% | 0.8% | -22.3% | 4.2 | -12.9% | 34.1% | -6.2% | /
Cc1ccc(N2CCN(C(=O)C3CCN(S(=O)(=O)c4cccc5nsnc45)CC3)CC2C)cc1 (configuration not stated) | / | / | -4.8% | -0.6% | -0.3 | -9.2% | / | 51.7%[activator] | /
N#CCC(=O)N/N=C/c1ccc(OC2CSC2)cc1 | -21.2% | -5.0% | -1.7% | -6.0% | -5.2 | -0.3% | -0.9% | -10.4% | ?
CCN(Cc1ccccc1)C(=O)COC(=O)Cn1cnc2ccccc21 | -15.4% | -0.8% | -0.2% | -13.5% | -1.8 | 9.7% | 4.0% | 104.7%[activator] | 3.9%
COc1cccc(N/C(N)=N/c2nc(C(F)(F)F)cc(=O)[nH]2)c1 | 0.5% | 1.9% | -4.5% | 6.7% | -7.7 | -19.1% | 0.9% | 57.9%[activator] | -0.4%
COc1ccc(CN2C(=O)CN(C3CCCCCC3)C(=O)C2c2ccc(F)cc2)cc1 (configuration not stated) | -12.1% | 0.2% | -0.9% | -9.7% | -9.8 | -6.0% | 25.2% | 27.9% | -0.5%
Cc1ccc(/C=N/NC(=O)Cn2cncn2)cc1 | -5.1% | 0.9% | 3.5% | -8.3% | -16.0 | -2.1% | -3.0% | 11.4% | -6.2%
O=C(CCS(=O)(=O)c1ccccc1)NNC(=O)COc1ccc(F)cc1 | / | / | 2.1% | 3.5% | -2.4 | -14.0% | / | 21.7% | 47.2%[activator]

Next compounds
SMILES | Anesthetic bind | BLM helicase inh | Glioma ERSR ind | Pol kappa inh | LDHA block | Pol eta inh | POLB inh | POLI inh | APE1 inh
COc1cc(C(=O)NCc2cc3ccccc3n2C)cc(OC)c1OC | -10.4% | -9.4% | -1.8% | -0.2% | -6.9 | -25.8% | 5.8% | 19.8% | 14.8%
C#CCOCCOCCOCCNc1nc(N2CCN(C(=O)[C@H](CCC(=O)O)n3cc([C@@H](N)[C@H](C)CC)nn3)CC2)nc(N2CCN(C(=O)[C@H](CCC(=O)O)n3cc([C@@H](N)CC(N)=O)nn3)CC2)n1 | / | / | -2.6% | 1.8% | 1.4 | -8.7% | / | -10.2% | 3.9%
Cc1cccc(N2CCN(S(=O)(=O)c3cnc[nH]3)CC2)c1C | 4.9% | 5.3% | -3.4% | -1.6% | -4.7 | -9.5% | 17.2% | 17.9% | -3.3%
COc1ccc(C(=O)NC(=O)Nc2cc(C)ccn2)cc1 | -7.1% | -0.6% | -7.9% | -8.2%[60.1 µM] | -11.8 | 3.4% | 7.3% | 7.6% | -12.2%
O=C(c1cn(-c2ccccc2)nc1-c1cccnc1)N1CCCCC1 | -7.9% | 1.4% | -3.2% | -14.4% | -7.6 | 11.6% | 0.9% | 13.0% | -0.5%
CCCC(=O)Nc1nnc(S(=O)(=O)N(C)Cc2ccc(Cl)cc2)s1 | 0.5% | -1.9% | -0.2% | -3.6% | -8.0 | -18.3% | 14.3% | 26.0% | /
CCn1c(SCc2nc(-c3ccccc3)no2)nc2ccccc21 | -7.3% | -4.9% | 0.5% | -26.4% | -9.3 | -15.2% | 0.1% | -21.0% | -3.5%
OCCN(CCO)c1nc(N2CCCCC2)c2nc(N(CCO)CCO)nc(N3CCCCC3)c2n1 | 368.9%[activator][29.3 µM] | -2.9% | -4.8%&-1.2%&-4.8%&-6.2%&-2.1%&-3.5%&-4.4%&-3.8% | 2.4%[60.1 µM] | 4.3 | -4.5% | 0.3% | 3.8% | ?
CCc1ccc(-c2nc(CN3CCC(C(=O)NCCc4ccc(C)cc4)CC3)c(C)o2)cc1 | -1.3% | -1.3% | 0.5% | 5.6% | -0.8 | -19.3% | 17.0% | 45.2%[activator] | /
Cc1no[n+]([O-])c1COc1ccccc1/C=C1\NC(=S)NC1=O | -16.6% | 1.0% | 0.7% | -7.8% | -8.2 | ? | ? | ? | 8.8%
COc1ccccc1NC(=O)Cc1nc(CCl)cs1 | -6.8% | -7.1% | -3.2% | -14.0% | 1.5 | ? | -1.4% | 46.7%[activator] | 0.5%
COC(=O)C(C(=O)Nc1cccc(Cl)c1C)C1CCCC1 (configuration not stated) | -8.1% | -0.8% | -3.6% | 4.0% | -13.9 | -3.8% | 8.2% | -20.5% | -2.1%
CCOC(=O)N1CCN(C(=O)CSc2ccc(-c3ccccc3OC)nn2)CC1 | -10.0% | -5.9% | -4.2% | -13.6% | -6.5 | 3.9% | 2.2% | 142.5%[activator] | -6.9%
CCOC(=O)Cn1c(=O)c2c(nc3n2CCCCN3c2ccc(OCC)cc2)n(C)c1=O | / | / | 0.5% | 1.5% | -0.1 | -20.1% | / | 24.8% | /
CN(C)c1ncc2nc(-c3ccccc3)c(=O)n(Cc3ccc(F)cc3)c2n1 | / | -3.1% | -3.3% | 1.2%[60.1 µM] | / | / | / | / | -3.4%
Cc1ccc(C2=NC3(CCCC3)NC2=S)cc1 | -13.1% | -0.4% | 9.6% | -10.9% | -8.4 | -13.9% | 23.0% | 0.1% | -2.4%
O=C(Nc1cccc(F)c1)NC1(C(=O)NCC2CCCO2)CCCCC1 (configuration not stated) | -0.4% | 1.6% | -3.9% | -8.1% | -2.3 | -16.4% | -0.6% | 14.0% | 60.1%[activator]
CCOC(=O)C(NCCc1ccccc1F)(NC(=O)CC)C(F)(F)F (configuration not stated) | 2.2% | 2.1% | -1.3% | -4.0% | -4.1 | -5.0% | 25.8% | 15.1% | 4.6%
Cc1cc2c(cc1C)C(c1cccc(OC(C)C)c1)CC(=O)N2 (configuration not stated) | -14.7% | -2.0% | 0.6% | -10.2% | -6.1 | -24.9% | 0.5% | 26.8% | /
